ELG1 genotox = genotoxicity induction in ELG1-luciferase HEK293T cells; Potency, µM (titrated, usually from 46 µM), for inactives: at the top dose activity change, positive = activation, hits mostly activators; hit rate 1.3% among 330,000; HEK293T ELG1-luciferase reporter, luminescence, 16 h; further: % of control where 0% means no effect; nearly all actives have a fitted effect of over 60% in size
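Step 1: seed 2,000 HEK293T ELG1-luciferase cells per well. Step 2: add compound or DMSO, incubate 16 hr at 37 °C. Step 3: ONE-Glo, 30 min at room temperature, read luminescence.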
NPC1 promoter act = NPC1 promoter activation. Huh7 NPC1 promoter luciferase reporter, 24 h. Potency, µM (highest dose often 9.22 µM), for the others: at the highest dose activation, usual class: activators. hit rate 2.4% among 320,000. AID 485313;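 further: % of control where 0% means no effect; nearly all actives have a fitted effect of over 60% in size; reporter is driven by a mutant NPC1 promoter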
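Stable NPC1-promoter luciferase Huh7 line; cpd (DMSO) 24 h, 37 °C, 5% CO2; Amplite luciferase reagent 10 min RT; luminescence readout. qHTS format.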
Gal4-VP16 FLuc = Gal4-VP16 reporter inhibition counter-screen; hit rate 3.5% among 310,000; Potency, µM (series often up to 53.6 µM), inactives show top-dose activity, negative = inhibition, actives largely listed as inhibitors; Drosophila S2 Gal4-VP16 UAS-luciferase, luminescence, 20 h;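 further: Gal4-VP16 expression switched on by copper sulfate through the metallothionein promoter; on the % scale 0 is the no-effect control and ±100 the full control effect; nearly all actives have a fitted effect of over 50% in size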
RORg inh = blocks mouse ROR gamma transcriptional activity; P51450; hit rate 5.4% among 310,000; Potency, µM (series often up to 53.6 µM), for inactives: top-dose activity change, negative = inhibition, most hits filed as inhibitors; AID 2551; Drosophila S2 Gal4-RORgamma UAS-luciferase reporter, 20 h; further: on the % scale 0 is the no-effect control and ±100 the full control effect; nearly all actives have a fitted effect of over 60% in size
Target sequence (P51450 whole entry, looked up, the tested form may be a part): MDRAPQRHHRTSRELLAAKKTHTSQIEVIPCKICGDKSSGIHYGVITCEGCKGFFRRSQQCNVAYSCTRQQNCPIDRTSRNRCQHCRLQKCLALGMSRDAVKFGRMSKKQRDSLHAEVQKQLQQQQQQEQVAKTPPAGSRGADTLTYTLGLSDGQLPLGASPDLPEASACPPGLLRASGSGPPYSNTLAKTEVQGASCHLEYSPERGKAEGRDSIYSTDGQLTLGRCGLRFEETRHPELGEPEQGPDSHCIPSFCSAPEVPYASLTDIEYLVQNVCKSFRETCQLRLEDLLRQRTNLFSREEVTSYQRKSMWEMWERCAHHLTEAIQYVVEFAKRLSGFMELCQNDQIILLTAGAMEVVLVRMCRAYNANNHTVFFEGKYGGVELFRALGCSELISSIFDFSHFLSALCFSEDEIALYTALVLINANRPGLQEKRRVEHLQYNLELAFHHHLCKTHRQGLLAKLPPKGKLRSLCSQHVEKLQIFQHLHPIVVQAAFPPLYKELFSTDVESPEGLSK
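ROR gamma transcriptional activity was tracked as Gal4-UAS luciferase output in stably transfected Drosophila Schneider cells, with compound added 1 hr before 700 uM copper sulfate induction and a 20 hr ambient-temperature incubation.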
uPA generation = cell surface uPA generation inhibition; hit rate 0.31% among 330,000; cell surface uPA generation assay, qHTS; Potency, µM (titrated, usually from 38.3 µM), without a hit: at the top dose activity change, negative = inhibition, most hits filed as inhibitors; active means well fitted inhibition curve with a large enough effect; inconclusive means small, poorly fitted or top-dose-only effect; inactive means no such curve, though single readings can be large or run the other way; tested in mouse RAW 264.7 cells; further: on the % scale 0 is the no-effect control and ±100 the full control effect; nearly all actives have a fitted effect of over 55% in size
MBNL1 CUG block = MBNL1-poly(CUG) RNA binding inhibition; Q9NR56; Potency, µM (highest dose often 57.5 µM), for inactives: at the top dose activity change, negative = inhibition, usual class: inhibitors; TR-FRET MBNL1-His/biotin-(CUG)12 binding, 665/545 ratio; hit rate 0.036% among 280,000; active means well fitted inhibition curve with a large enough effect in the signal ratio, with a control signal flat, not every such curve was filed as active; inconclusive means small, poorly fitted or top-dose-only effect, or effect the other way, or a change in a side signal; inactive means no such curve, though single readings can be large or run the other way; the % refers to the signal ratio; further: on the % scale 0 is the no-effect control and ±100 the full control effect
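TR-FRET between His-tagged MBNL1 and biotin-(CUG)12 RNA, detected with Tb anti-His antibody (0.055 ng/ul) and streptavidin-XL665 (5 nM), 60 min at room temperature. Compounds titrated 92 nM to 58 uM; 665/545 nm ratio normalized to buffer and complex controls.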
MLL CXXC-DNA inh = blocks binding of human MLL CXXC domain to DNA. Potency, µM (top dose mostly 115 µM), for inactives: at the top dose activity change, negative = inhibition, most hits filed as inhibitors. MLL-CXXC / FITC-HOXA9 DNA fluorescence polarization. Q03164. hit rate 0.037% among 290,000. AID 2662; active means well fitted inhibition curve with a large enough effect in the polarisation, with a control signal flat, not every such curve was filed as active; inconclusive means small, poorly fitted or top-dose-only effect, or effect the other way, or a change in a side signal; inactive means no such curve, though single readings can be large or run the other way; the % refers to the polarisation
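Fluorescence polarization: 7 uM MLL-CXXC (stock) preincubated 5 min with compounds, then 50 nM fluorescein-HOX-A9 DNA (stock) added; 30 min ambient. Buffer 50 mM Tris-HCl pH 7.5, 50 mM NaCl, 1 mM DTT, 0.05% BSA.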
BRCA1 expr up = increases BRCA1 expression | MCF7-BRCA1-FFLuc reporter, luminescence, 48 h; response scale: scaled: vehicle 0%, 10 µM genistein 100% | Potency, µM (doses to about 46.1 µM), without a hit: at the top dose activation, usual class: activators | hit rate 1.1% among 380,000; further: nearly all actives have a fitted effect of over 80% in size; some results filed as inactive show a strong effect at the top dose
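MCF7-BRCA1-FFLuc, 2000 cells/well; 2 h attach, 37 °C/5% CO2; compound 48 h; luciferase substrate 15 min; luminescence end-point. Norm. to genistein 10 microM max activation and DMSO; concentration-response curves fitted.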
FLuc modulator = counter-screen for miR-21 project: firefly luciferase inhibitors or activators; purified FLuc, Km substrates, luminescence inhibition; Potency, µM (doses to about 57.5 µM), without a hit: at the highest dose activity change, negative = inhibition, usual class: inhibitors; hit rate 6.9% among 360,000; AID 588342;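 further: plate controls were vehicle for no effect and reference inhibitor for full effect; nearly all actives have a fitted effect of over 55% in size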
Target sequence (P08659 whole entry, looked up): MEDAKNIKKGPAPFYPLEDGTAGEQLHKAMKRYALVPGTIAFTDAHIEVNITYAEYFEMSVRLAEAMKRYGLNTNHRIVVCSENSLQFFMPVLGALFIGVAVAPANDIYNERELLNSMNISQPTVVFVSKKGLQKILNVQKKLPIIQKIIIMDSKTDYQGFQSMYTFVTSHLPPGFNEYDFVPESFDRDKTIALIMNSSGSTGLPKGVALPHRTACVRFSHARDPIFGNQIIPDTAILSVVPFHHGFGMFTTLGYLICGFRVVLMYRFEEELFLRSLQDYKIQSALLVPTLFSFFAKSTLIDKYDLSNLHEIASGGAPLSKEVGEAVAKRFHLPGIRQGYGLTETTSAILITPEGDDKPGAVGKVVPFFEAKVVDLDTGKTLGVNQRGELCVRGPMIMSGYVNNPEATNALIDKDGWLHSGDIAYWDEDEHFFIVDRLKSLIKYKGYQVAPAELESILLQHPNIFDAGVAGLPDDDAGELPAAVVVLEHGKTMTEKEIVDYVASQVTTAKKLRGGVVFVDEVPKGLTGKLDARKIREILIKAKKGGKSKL
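Purified P. pyralis luciferase, 10 nM final, with Km-level 10 uM D-luciferin and 10 uM ATP in 50 mM Tris acetate pH 7.5, 10 mM Mg acetate, 0.01% Tween-20, 0.05% BSA; 6-point qHTS titration about 60 µM downward; luminescence read.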
p53 reactivation = re-activators of mutant p53. H1299 p53-A138V BP100-luciferase reporter, luminescence, 24 h. Potency, µM (doses to about 92.2 µM), for the others: at the highest dose activity change, positive = activation, actives largely listed as activators. hit rate 0.063% among 320,000; further: % of control where 0% means no effect; nearly all actives have a fitted effect of over 45% in size
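p53-null H1299 cells stably carrying temperature-sensitive p53-A138V and a BP100-luciferase reporter were pinned with compounds (4-point, 1:5 series) and held 24 hrs at 37 deg C. Luminescence was read 10 min after detection reagent.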
Rab9 promoter act = activates the Rab9 promoter. hit rate 2.8% among 320,000. AID 485297. Potency, µM (doses to about 9.22 µM), without a hit: top-dose activation, negative = inhibition, actives largely listed as activators. Huh7 Rab9 promoter-luciferase reporter, luminescence, 24 h; further: % of control where 0% means no effect; nearly all actives have a fitted effect of over 60% in size
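Quantitative HTS format; Huh7 Rab9-luciferase reporter cells (1500/well) receive compound 2 h post-plating, incubate 24 h at 37 °C, then get luciferase reagent for 10 min before luminescence reading.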
Active calls of the source: *; u = inconclusive; x = no result given; & = joins results of further samples; [ ] = dose if it differs, or a comment. Unless noted, the call rests on the fitted dose curve; in most records, active means well fitted curve in the direction sought with a large enough effect; inconclusive means small, poorly fitted or top-dose-only effect, or another doubt; inactive means no such curve, though single readings can be large; an effect the other way counts as inactive or inconclusive. Potency means the concentration at half of the fitted maximal effect.

Short keys – A = ELG1 genotox; B = NPC1 promoter act; C = Gal4-VP16 FLuc; D = RORg inh; E = uPA generation; F = MBNL1 CUG block; G = MLL CXXC-DNA inh; H = BRCA1 expr up; I = FLuc modulator; J = p53 reactivation; K = Rab9 promoter act
Cc1ccc(-c2nc3ccccc3c(=O)n2NC(=O)COc2ccccc2)cc1
  A: -3%; B: -1%; C: u; D: u; E: 6%; F: -14%; G: 1%; H: -7%; I: -2%; J: -4%; K: 0%
CC(=O)Nc1ccc2c(c1)CCCC2
  A: 3%; B: 3%; C: 16%; D: u; E: -2%; F: -7%; G: 2%; H: 29%; I: -14%; J: 1%; K: 7%
CS(=O)(=O)N1CCN=C1SCc1cccc(F)c1
  A: 0%; B: 1%; C: 6%; D: 2%; E: -8%; F: -1%; G: 5%; H: 11%; I: 1%; J: -2%; K: -1%
CCC1CCc2c(sc(NC(=O)c3cnccn3)c2C(N)=O)C1 (configuration not stated)
  A: 15%; B: 26%; C: -21%; D: 4%[1.91 µM]; E: 2%; F: 1%; G: -5%; H: -5%; I: 2.4µM*; J: 14%; K: 25%
CC(C)(C)NC(=O)CSc1nncn1-c1ccccc1
  A: 2%; B: 4%; C: 4%; D: 1%; E: 0%; F: 3%; G: -1%; H: 5%; I: 3%; J: 0%; K: 2%
Brc1ccc(OCCN2CCOCC2)cc1
  A: 2%; B: -4%; C: x; D: x; E: -2%; F: 4%; G: -2%; H: 0%; I: -1%; J: x; K: 3%
CNS(=O)(=O)c1ccc(NC(=O)Nc2ccc3c(c2)OCO3)cc1
  A: u; B: 2.5µM*; C: -6%; D: 30%; E: -3%; F: -4%; G: 6%; H: u; I: 6µM*; J: u; K: 3.5µM*
Cc1ccc(-c2noc(-c3cccs3)n2)cc1
  A: 0.65µM*; B: 2.8µM*; C: u; D: u; E: -21%; F: -5%; G: -2%; H: -3%; I: 0.6µM*; J: u; K: 0.79µM*
CCOC(=O)Cn1c(=O)oc2cc(S(=O)(=O)NCc3ccccn3)ccc21
  A: -14%; B: 1%; C: 13%; D: 5%; E: -3%; F: 0%; G: 9%; H: 0%; I: 1%; J: 3%; K: 1%
Cn1c(=O)n(C)c2cc(S(=O)(=O)Nc3ccccc3C(=O)O)ccc21
  A: -5%; B: -5%; C: -1%; D: -4%; E: -1%; F: -10%; G: -1%; H: -18%; I: 3%&-20%; J: 9%; K: -1%
O=[N+]([O-])c1cc(C(F)(F)F)cc([N+](=O)[O-])c1NCc1cccnc1
  A: 2%; B: 1%; C: -4%; D: u; E: -1%; F: u; G: 5%; H: -40%; I: 5%; J: 4%; K: 0%
O=C(N/N=C/C=C/c1ccccc1)c1cccs1
  A: 9%; B: u; C: 2.8µM*; D: 2.8µM*; E: 11%; F: x; G: 13%; H: 51%; I: 15µM*; J: 9%; K: 1.8µM*
Cc1c(C(C)CCCO)oc(=O)c2c1Oc1c(C)c(C(C)C[C@H](C)O)oc(=O)c1C2 (some centres not stated)
  A: 1%; B: -9%; C: x; D: x; E: 2%; F: x; G: x; H: 8%; I: 3%; J: -1%; K: -2%
COc1cccc(CC(=O)Nc2nc(-c3cccnc3)cs2)c1
  A: -4%; B: -1%; C: -6%; D: 17%[10 µM]; E: 6%; F: x; G: 24%; H: -14%; I: 2%; J: -5%; K: -3%
Cc1ccccc1C(=O)Nc1ccc(O)cc1C(=O)O
  A: -1%; B: 0%; C: -2%; D: 2%; E: 12%; F: -5%; G: 12%; H: 14%; I: u; J: 10%; K: -2%
COc1ccc(NC(=O)c2scc(S(=O)(=O)C(C)C)c2N)cc1
  A: u; B: 2.5µM*; C: -6%; D: -5%; E: -10%; F: 4%; G: -11%; H: u; I: 6µM*; J: 20%; K: 1.1µM*
O=C1OCCN1C(=O)[C@H]1[C@H](c2ccc(Cl)cc2)C(c2ccccc2)=NN1c1ccc(Br)cc1
  A: -3%; B: x; C: -8%[40.7 µM]; D: 26%[40.7 µM]; E: 6%; F: x; G: x; H: -22%; I: x; J: 4%; K: x
CC1CCN(C(=O)CS(=O)(=O)Cc2ccccc2)CC1
  A: u; B: u; C: 15%; D: 11%; E: -5%; F: 1%; G: 7%; H: 93%; I: u; J: u; K: u
N#Cc1cccnc1N1CCN(C(=O)COCC(=O)O)CC1
  A: -1%; B: 1%; C: 2%; D: -2%; E: -8%; F: 9%; G: -11%; H: 20%; I: 0%; J: 4%; K: -3%
Cc1c(C)c2ccc(OCC(=O)NC3CCN(Cc4ccccc4)CC3)cc2oc1=O
  A: 6%; B: -3%; C: 0%; D: -25%; E: -1%; F: 6%; G: 8%; H: 0%; I: 6%; J: 7%; K: -2%
COC(=O)c1ccc(/C=N/N2CCN(Cc3ccccc3Cl)CC2)cc1
  A: -3%; B: -1%; C: u; D: 2%; E: 3%; F: -2%; G: 8%; H: -5%; I: 4%; J: -5%; K: -3%
ON=C1c2cc(OCCN3CCCCC3)ccc2-c2ccc(OCCN3CCCCC3)cc21
  A: 10%; B: 0%; C: -11%; D: u; E: -7%; F: 7%; G: u; H: -96%[inhibitor]; I: u; J: u; K: -1%
C/C(=N\NC(=O)c1ccc(CSc2nncn2C)cc1)c1ccc2ccccc2c1
  A: 3%; B: 1%; C: 6%; D: -6%; E: 5%; F: 4%; G: 12%; H: 1%; I: 3%; J: -2%; K: 2%
Cc1nc(Nc2c(Cl)cccc2Cl)sc1C(=O)Nc1ccccc1
  A: -3%; B: 0%; C: 8%; D: u; E: 3%; F: -4%; G: 1%; H: 8%; I: -5%; J: -15%; K: -2%
Cc1ccc(Cl)cc1N1CCN(C(=O)c2noc(C)c2[N+](=O)[O-])CC1
  A: -8%; B: -14%; C: -13%; D: 0%; E: u; F: 6%; G: 3%; H: -8%; I: -1%; J: -9%; K: -67%[inhibitor]
COc1ccc(-c2nn(-c3ccccc3)cc2C(=O)NC(=S)Nc2cc(Cl)ccc2Cl)cc1
  A: 6%; B: -15%; C: -4%; D: 0%; E: 0%; F: -10%; G: 3%; H: 0%; I: -2%; J: -1%; K: -9%
C=CCn1c(SCc2nc3ccccc3c(=O)[nH]2)nc2sc3c(c2c1=O)CCCC3
  A: 3%; B: -3%; C: -5%; D: 1%; E: 7%; F: 13%; G: 4%; H: -14%; I: 0%; J: 2%; K: -3%
COC(=O)C(CC(C)C)NC(=O)c1ccc([N+](=O)[O-])c(C)c1 (configuration not stated)
  A: -1%; B: -1%; C: -5%; D: 0%; E: 1%; F: u; G: -17%; H: -17%; I: -7%; J: -4%; K: -5%
COc1ccc(-c2c(-c3ccsc3)oc(=O)c3cc(OC)c(OC)cc23)cc1
  A: -3%; B: 4%; C: x; D: x; E: 8%; F: x; G: x; H: 0%; I: u; J: 25%; K: 0%
O=C1CC(C(=O)Nc2ccc(Cl)c(Cl)c2)S/C(=N\N=C\c2ccco2)N1 (configuration not stated)
  A: -2%; B: 0%; C: -14%; D: -44%; E: 6%; F: -2%; G: -17%; H: -31%; I: -2%; J: 0%; K: -2%

Reprinted from the part before: 2 entries; new compounds follow.
Short keys – A = ELG1 genotox; B = NPC1 promoter act; C = Gal4-VP16 FLuc; D = RORg inh; E = uPA generation; F = MBNL1 CUG block; G = MLL CXXC-DNA inh; H = BRCA1 expr up; I = FLuc modulator; J = p53 reactivation; K = Rab9 promoter act
COc1ccc(-c2c(-c3ccsc3)oc(=O)c3cc(OC)c(OC)cc23)cc1
  A: -3%; B: 4%; C: x; D: x; E: 8%; F: x; G: x; H: 0%; I: u; J: 25%; K: 0%
O=C1CC(C(=O)Nc2ccc(Cl)c(Cl)c2)S/C(=N\N=C\c2ccco2)N1 (configuration not stated)
  A: -2%; B: 0%; C: -14%; D: -44%; E: 6%; F: -2%; G: -17%; H: -31%; I: -2%; J: 0%; K: -2%
CCOC(=O)Nc1ccc(NC(=O)c2ccccc2F)cc1
  A: u; B: u; C: 7%; D: 37%; E: -11%; F: 1%; G: -10%; H: u; I: u; J: 5%; K: 3.5µM*
CCSc1nc2cc(OC)c(OC)cc2c(=O)n1CCc1ccccc1
  A: -11%; B: 0%; C: -8%; D: -30%; E: x; F: 10%; G: 5%; H: -35%; I: 0%; J: 1%; K: -2%
O=C(Nc1ccc(CN2CCOCC2)cc1)c1ccc(F)cc1
  A: u; B: u; C: -2%; D: -13%; E: -3%; F: -1%; G: -12%; H: 67%; I: 21µM*; J: u; K: u
CSCCC(NS(=O)(=O)c1ccc2c(c1)OCCO2)C(=O)N(C)Cc1ccccc1F (configuration not stated)
  A: -11%; B: 1%; C: x; D: x; E: 17%; F: x; G: x; H: 1%; I: 6%; J: -7%; K: -1%

Some of the compounds tested; rates above refer to the full screens.
